Screening data from PubChem BioAssay.
OXTR potentiate: human OXTR potentiators, primary screen, fluorescence, CHO-OTR cells, Fluo-8 calcium; Oxytocin receptor (Homo sapiens), P30559; Fluo-8 calcium fluorescence, potentiator mode; 0% = oxytocin EC15, 100% = EC100; activation, % at 3 µM; 320,000 compounds, 0.061% hits; AID 2445, 2010;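 active means activation above that plate's cutoff, the mean activation of tested compounds plus 3 SD, cut at about 6.6% in these data, passing the limit was not always enough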;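 further: 100% uses oxytocin at 75 nM as the full agonist control; some results filed as inactive read as strong as hits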
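test system = CHO-OTR cells, human receptor | compound = single-point 3.0 µM | schedule = 6 min compound pre-incubation at room temperature, 100 s kinetic read | signal = Fluo-8 no-wash calcium dye fluorescence, excitation 470-495 nm, emission 515-575 nm | repeats = single well per compound, singlicate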
CHO-K1 Ca ag: counter-screen for M1 agonists: effect in parental CHO-K1 cells; AID 602248, 2012; 360,000 compounds, 0.48% hits; Fluo-8 calcium fluorescence; scaled to maximal ATP response, vehicle zero; activation, % at 3 µM; in the data active means activation above about 15%;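 further: untransfected CHO-K1 host cells lacking M1 receptor as counterscreen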
V1aR counter: agonists of human V1a receptor, primary screen, counter-screen for OXTR agonist project, fluorescence, CHO-V1R cells; activation, % at 3 µM; Vasopressin V1a receptor (Homo sapiens), P37288; Fluo-8 calcium fluorescence, agonist mode; 0% DMSO, 100% 3 nM vasopressin; AID 2797, 2010; 320,000 compounds, 0.25% hits;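 active means activation above the mean activation of all tested compounds plus 3 SD, per screening run, cut at about 20% in these data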;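 further: signal is peak over basal fluorescence ratio across a 100 second FLIPR read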
Target sequence (P37288 whole entry, looked up): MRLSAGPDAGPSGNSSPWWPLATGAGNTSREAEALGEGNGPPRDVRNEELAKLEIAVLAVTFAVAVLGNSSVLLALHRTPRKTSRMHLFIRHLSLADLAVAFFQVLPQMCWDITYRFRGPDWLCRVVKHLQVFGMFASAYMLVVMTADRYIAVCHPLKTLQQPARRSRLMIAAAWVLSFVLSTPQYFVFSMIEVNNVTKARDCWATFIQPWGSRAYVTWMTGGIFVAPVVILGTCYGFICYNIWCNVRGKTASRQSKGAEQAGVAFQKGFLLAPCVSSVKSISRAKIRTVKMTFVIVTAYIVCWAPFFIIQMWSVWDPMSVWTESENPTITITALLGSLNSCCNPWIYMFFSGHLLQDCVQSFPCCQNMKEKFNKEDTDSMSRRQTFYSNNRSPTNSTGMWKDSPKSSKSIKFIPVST
TAAR1 antagonist: human TAAR1 antagonists, primary screen, Fluo-8 calcium fluorescence, CHO RD-HGA16 cells; antagonist; Trace amine-associated receptor 1 (Homo sapiens), Q96RJ0; AID 624466, 2012; inhibition, % at 3 µM; 360,000 compounds, 1.5% hits;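 active means inhibition above a per-plate cutoff, the mean inhibition of test compounds on that plate plus 3 SD, cut at about 49% in these data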;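 further: 0% = DMSO plus EC80 beta-PEA response and 100% = DMSO alone without agonist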
Target sequence (Q96RJ0 whole entry, looked up): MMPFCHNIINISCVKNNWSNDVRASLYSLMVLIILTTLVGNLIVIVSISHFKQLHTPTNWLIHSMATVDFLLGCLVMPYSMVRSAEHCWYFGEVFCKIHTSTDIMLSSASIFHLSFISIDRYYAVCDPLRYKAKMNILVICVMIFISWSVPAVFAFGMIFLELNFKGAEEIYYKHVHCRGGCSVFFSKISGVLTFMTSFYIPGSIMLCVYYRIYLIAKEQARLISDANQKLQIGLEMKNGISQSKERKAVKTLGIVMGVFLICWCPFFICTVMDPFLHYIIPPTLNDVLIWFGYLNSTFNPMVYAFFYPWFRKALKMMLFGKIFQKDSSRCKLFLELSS
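Test system: CHO RD-HGA16 cells bearing hTAAR1 | Reagent: β-PEA, EC80 | Compound dosing: 3 µM, single point | Schedule: Dye loading 75 min at 37 °C, then 30 min room temperature | Signal: Calcium fluorescence with Fluo-8 | Evaluation: Percent inhibition of PEA-evoked calcium signal, max/basal emission ratio | Control set: DMSO-only wells and EC80 β-PEA-stimulated wells | Repeats: Singlicate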
CHO-K1 Ca antag: M1 antagonist counterscreen hit in parental CHO-K1 cells; 360,000 compounds, 0.6% hits; AID 602250; inhibition, % at 3 µM; ATP-induced calcium, Fluo-8 fluorescence;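 active means inhibition above a per-plate cutoff, the plate's mean sample inhibition plus 3 SD, cut at about 24% in these data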;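 further: 0% = DMSO plus EC80 ATP and 100% = DMSO alone without ATP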
M1 ag: human M1 muscarinic receptor agonists, primary screen, Fluo-8 calcium fluorescence, CHO-K1 cells, HTS | Muscarinic acetylcholine receptor M1 (Homo sapiens), P11229 | CHO-K1 hM1, agonist mode; 0% DMSO, 100% acetylcholine EC100 | activation, % at 3 µM | 360,000 compounds, 0.33% hits | AID 588814, 2011;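 active means activation above the run's mean compound activation plus 3 SD, cut at about 16% in these data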;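 further: peak over basal fluorescence ratio within a 140 s kinetic read after compound addition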
CHO parental Ca: ATP-evoked calcium signal inhibitors, parental CHO, primary screen, counter-screen for OX1R antagonist project, cell-based, fluorescence, Fluo-8 calcium dye. inhibition, % at 5.6 µM. parental CHO-K1, ATP-induced calcium, Fluo-8 fluorescence. AID 463079, 2010. 330,000 compounds, 0.63% hits;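 active means inhibition above that plate's mean sample inhibition plus 3 SD, cut at about 26% in these data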;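 further: 0% = ATP-challenged DMSO wells and 100% = DMSO wells without ATP; some compounds past the cut are filed as inactive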
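test system = CHO parental line | reagent = ATP stimulus | measured by = intracellular calcium via Fluo-8 no-wash fluorescent dye | control set = ATP and no-ATP DMSO wells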
M1 PAM parental: nonselective calcium activators in parental CHO-K1 cells, primary screen, counter-screen for M1 PAM project, cell-based, Fluo-8 calcium fluorescence, full deck, 1536-well | ATP EC20; 0% at ATP EC20, 100% at ATP max | activation, % at 3 µM | 360,000 compounds, 0.02% hits;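 active means activation above the run cutoff, the mean activation of all test compounds plus 3 SD, cut at about 40% in these data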;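 further: peak over basal fluorescence ratio in a 140 s read after ATP addition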
TAAR1 agonist: human TAAR1 agonists, primary screen, Fluo-8 calcium fluorescence, CHO RD-HGA16 cells; Trace amine-associated receptor 1 (Homo sapiens), Q96RJ0; vehicle wells 0%, saturating PEA agonist 100%; activation, % at 3 µM; 360,000 compounds, 0.99% hits; AID 624467, 2012;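 active means activation above the mean activation of all test compounds in the run plus 3 SD, cut at about 38% in these data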
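Test system: RD-HGA16 (CHO) cells co-expressing Gα16 and hTAAR1 / Benchmarks: DMSO vehicle as 0%, PEA at EC100 as 100% / Repeats: no replicates (n 1) / Measure: % activation from peak over basal fluorescence ratio, DMSO-to-PEA scaled / Timing: 17-24 h plating, Fluo-8 75 min 37 °C, 30 min RT / Technique: kinetic Fluo-8 calcium fluorescence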
The depositor's hits bear a star; . = no result given.

SMILES	OXTR potentiate	CHO-K1 Ca ag	V1aR counter	TAAR1 antagonist	CHO-K1 Ca antag	M1 ag	CHO parental Ca	M1 PAM parental	TAAR1 agonist
CC(O)(c1cccc(F)c1)c1nc(-c2cccc(C(=O)O)c2)cs1 (stereo unspecified)	.	0.5	.	-28	-10	-4	.	10	0
Cc1cccc(OCC(=O)Nc2ccccc2N2CCN(C(=O)C(C)C)CC2)c1C	-4	1.1	1.4	-14	-13	0	-4	9	0
O=C1c2cccnc2C(=O)N1c1cccc(-c2nc3ccccc3o2)c1	0	0.0	1.0	-2	-10	0	-17	12	5
CN(O)/C=C/C(=O)c1ccc(Br)cc1	-9	0.1	-0.8	3	3	-13	-24	-4	5
Oc1c(Br)cc(C=Nc2ccc3nc(-c4ccccc4)[nH]c3c2)c(O)c1Br	-7	.	-0.2	25	.	.	-17	.	9
Fc1ccccc1Sc1ccccc1CNC1=NCCN1	-7	0.8	0.8	10	-14	-9	0	14	0
CC(C)Oc1ccccc1/C=N/Nc1ccccc1[N+](=O)[O-]	-5	-0.2	-0.6	-4	-8	-2	-41	16	1
Cc1ccc(NC(=O)CSc2nnc(-c3ccncc3)n2N)cc1C	-1	0.2	-0.2	18	11	-7	-6	-7	4
CC(=O)N(CCO)Cc1cc2cc(C)cc(C)c2[nH]c1=O	-11	0.0	0.6	1	-8	0	4	15	0
O=C(NC(=S)Nc1cccc(O)c1)c1cncc(Br)c1	-6	2.8	1.0	-12	-10	-1	6	22	17
Cn1nc(C2CC2)cc1NC(=O)C1(C)CCN1C(=O)c1ccccc1CCc1ccccc1 (stereo unspecified)	.	2.2	.	1	-4	-3	.	15	-1
CC(=O)c1c(C)[nH]c(C(=O)OC2CCOC2=O)c1C (stereo unspecified)	-4	-0.2	0.8	6	3	-3	1	-3	4
CCc1ccccc1NS(=O)(=O)c1ccc2[nH]cc(C(=O)NC3CCCC3)c(=O)c2c1	-8	1.1	0.3	6	1	-3	-16	22	4
C/C(=N\NC(=O)c1cc(-c2ccccc2C)nc2ccccc12)c1cccnc1	.	4.2	.	-31	-4	-3	.	7	0
CC(C)[C@@H](C(=O)N1CCN(C(=O)OC(C)(C)C)CC1)n1cc(CCO)nn1	2	0.8	1.0	-21	-12	-3	12	13	4
O=C(NCCc1ccccc1)c1cc2ncc(Br)cn2n1	-9	-0.1	-0.2	1	-9	-3	-3	5	48*
Oc1ccc(-c2csc(NCc3ccco3)n2)cc1	-8	0.2	0.4	104*	-6	-3	-13	11	-2
COCCN(C(=S)Nc1ccc(Cl)cc1OC)C1CCN(C(C)=O)CC1	-1	12	1.3	-1	4	-3	-7	20	-2
COc1ccccc1NC(=O)c1ccc(S(=O)(=O)N(C)C)cc1	-6	0.3	0.7	4	-3	-3	6	12	2
COC(=O)c1ccc(C(=O)OC)c(NC(=O)CCC(=O)O)c1	-4	0.7	0.8	-4	0	0	6	-13	11
COc1ccc(-c2nnc(SCC(=O)NC3CC3)o2)c(OC)c1	.	0.6	.	-15	-9	-3	.	7	5
O=c1c2ccccc2[nH]c(=S)n1Cc1ccccc1Cl	-18	0.6	-0.4	7	-18	-6	-9	16	-2
O=C(CCCN1C(=O)/C(=C\c2ccco2)SC1=S)Nc1ccc2ccccc2c1	3	2.0	-0.3	3	-4	-8	-9	2	2
CCOc1ccccc1NC(=S)NC(=O)CCc1ccccc1	.	-0.3	.	0	-7	-3	.	-10	-1
Cc1ccc(S(=O)(=O)N(C)c2ccc(OC(=O)c3cccs3)cc2)cc1	-9	0.9	3.8	11	-10	1	9	14	2
CC(=O)Nc1cccc(NC(=O)C2CCCN2C(=O)Nc2cccc(C)c2)c1 (stereo unspecified)	-3	0.4	1.1	-18	-19	-3	2	16	12
CC(=O)c1c(C)[nH]c(C(=O)CSc2nnc(CN3CCCCCC3=O)n2-c2ccccn2)c1C	1	-0.2	-0.4	-3	9	-11	-7	-12	0
CC1=C(C(=O)N(C(C)C)C(C)C)CC(CC(=O)NCc2cccs2)C(=O)N1Cc1ccc(F)cc1 (stereo unspecified)	.	-0.8	.	-25	6	-2	.	15	-1
O=C(O)CN1C(=O)CC(c2ccccc2)CC1=O	-8	0.0	0.9	-12	-3	-2	-1	8	1
CN1CCN(C(=O)Nc2ccccc2)CC1	-2	-0.1	0.5	-24	0	-3	2	3	2
CC1CC(C)CN(C(=O)CCNS(=O)(=O)c2cccs2)C1 (stereo unspecified)	-4	0.9	1.1	11	0	-7	-6	10	2
CC1CCc2nn(CC(=O)NCCN3CCCCC3C)cc2C1 (stereo unspecified)	-11	-0.4	-0.2	12	-1	-13	-7	2	0
CC(C)(C)NC1=CC(=O)OC12CCCCC2	-8	0.3	0.3	7	1	-7	-6	-4	-1
O=C(NCc1cc(Cl)cc(Cl)c1)c1ccc2nc([C@H]3C[C@H](O)[C@@H](CO)O3)[nH]c2c1	.	1.4	.	-17	14	-2	.	-3	1
COC(=O)C1CCN(C(=O)Cc2ccc(C)cc2)CC1	-12	0.8	-0.1	1	-6	-3	-11	14	13
CC12CCC(C(=O)N3CCCc4ccccc43)(CC1=O)C2(C)C (stereo unspecified)	-14	0.0	0.0	-1	-5	-3	-3	6	10

Retrieved by compound from the list above (three):
SMILES	OXTR potentiate	CHO-K1 Ca ag	V1aR counter	TAAR1 antagonist	CHO-K1 Ca antag	M1 ag	CHO parental Ca	M1 PAM parental	TAAR1 agonist
O=C(NCc1cc(Cl)cc(Cl)c1)c1ccc2nc([C@H]3C[C@H](O)[C@@H](CO)O3)[nH]c2c1	.	1.4	.	-17	14	-2	.	-3	1
CC(C)(C)NC1=CC(=O)OC12CCCCC2	-8	0.3	0.3	7	1	-7	-6	-4	-1
CC(=O)c1c(C)[nH]c(C(=O)CSc2nnc(CN3CCCCCC3=O)n2-c2ccccn2)c1C	1	-0.2	-0.4	-3	9	-11	-7	-12	0

(listing goes on)
SMILES	OXTR potentiate	CHO-K1 Ca ag	V1aR counter	TAAR1 antagonist	CHO-K1 Ca antag	M1 ag	CHO parental Ca	M1 PAM parental	TAAR1 agonist
Cn1cccc1/C=N\NC(=O)c1cncc(Br)c1	-3	0.9	-0.1	-2	3	-4	0	8	1
Cc1ccc(-c2noc(CCC(=O)NCCCN3CCN(c4cccc(Cl)c4)CC3)n2)cc1	-21	13	21*	29	1	2	32	16	12
CN(CCCNC(=O)C1CCC(CNS(=O)(=O)c2ccccc2)CC1)Cc1ccccc1 (stereo unspecified)	0	0.6	2.5	-2	-18	-5	-13	19	1
CSc1ccc(OC2(C)CCN(Cc3ccc(OC(C)C)cc3)C2)cc1 (stereo unspecified)	.	0.8	.	-4	-13	-8	.	11	2
COc1ccc(/C=C/C(=O)Nc2ccc(S(=O)(=O)N3CCOCC3)cc2)c(OC)c1	-7	2.9	1.1	30	-16	-3	-9	4	8
O=C(C1=C[C@H](c2ccccc2)C[C@H](OCCCCO)O1)N1CCN(Cc2ccc3c(c2)OCO3)CC1	-10	0.0	-0.3	3	-4	-2	-10	-15	11
Cc1sc2nc(SCc3ccccc3)n(Cc3ccco3)c(=O)c2c1C	-5	-0.8	11	-6	14	6	-12	-9	8
COc1ccc(NC2CCCN(C(=O)c3cn(C)c4ccccc34)C2)cc1 (stereo unspecified)	0	0.8	0.2	-36	-14	0	-20	1	-1
CC1(C)CN2C(=O)c3ccccc3C2(C)S1 (stereo unspecified)	-13	2.1	-0.6	-2	-14	-7	-10	9	15
CCCCC1=CC2=CC(=O)C(C)(OC(=O)C3CCCC3)C(=O)C2=CO1 (stereo unspecified)	-6	0.5	0.3	10	5	0	-16	-12	1
Cc1ccc(F)cc1NC(=O)C1CC(=O)N(Cc2ccccc2)C1 (stereo unspecified)	.	0.6	.	-6	-1	1	.	12	1
Cc1cccc(Oc2nc3ccccn3c(=O)c2/C=C(\C#N)C(=O)NC2CCS(=O)(=O)C2)c1C (stereo unspecified)	-6	-0.1	0.1	2	9	3	-1	-12	2
COc1ccc(/C=N/NC(=O)c2ccco2)cc1Cn1nc(C)cc1C	-1	0.5	-0.4	11	0	-9	-8	16	2
Oc1ccc(-n2nnnc2SCc2c(F)cccc2Cl)cc1	.	4.4	.	15	0	1	.	-6	-2
Cc1noc2ncnc(Oc3ccccc3)c12	0	0.7	-1.7	-14	-5	-5	-17	12	16
COC(=O)c1c(NC(=O)c2ccc(S(=O)(=O)N3CC(C)OC(C)C3)cc2)sc2c1CCN(C)C2 (stereo unspecified)	.	1.4	.	-10	-9	-7	.	-6	1
COc1ccc2cc(C(=O)C3CCCN(C(=O)/C=C/c4ccccn4)C3)ccc2c1 (stereo unspecified)	-5	2.0	5.6	17	3	-6	-13	0	3
COc1ccc(S(=O)(=O)NC(C)C(=O)Nc2ccccc2F)cc1 (stereo unspecified)	0	-0.5	-0.1	3	4	-2	-11	-1	4
CCNc1nc(NC(C)C)nc(N(C#N)C(C)C(=O)N(CC)CC)n1 (stereo unspecified)	4	0.2	-0.8	-9	-2	-1	-1	-6	1
CN(c1ccccc1)S(=O)(=O)c1cccc(C(=O)Nc2ncn[nH]2)c1	-5	5.6	1.3	-31	-16	0	-14	17	7
Cc1ccc(S(=O)(=O)N2CCCCC2C(=O)N(C)c2ccccc2)cc1 (stereo unspecified)	-22	0.2	-0.9	-14	-4	-8	-7	13	2
Cc1ccc(C2C(C#N)=C(N)OC3=C2C(=O)CCC3)s1 (stereo unspecified)	-7	0.0	0.2	19	-7	-12	-22	3	2
Cc1ccc(-n2nc(C(=O)O)nc2-c2ccccc2)cc1	-3	0.7	-0.1	-17	-14	-2	-5	19	0
CC1(C(=O)NS(=O)(=O)c2cccc(Cl)c2)CCN1C(=O)c1ccccc1CCc1ccccc1 (stereo unspecified)	.	0.0	.	-3	-9	-5	.	1	1
